Bioassay records: PubChem, National Center for Advancing Translational Sciences (NCATS)
N370S GC mod: qHTS Assay for Inhibitors and Activators of N370S glucocerebrosidase as a Potential Chaperone Treatment of Gaucher Disease; Lysosomal acid glucosylceramidase (Homo sapiens), P04062; AID 2101, 2009; Potency, µM (doses to about 59.4 µM), without a hit: top-dose activity change, negative = inhibition, hits mostly inhibitors; N370S GC spleen homogenate, 4MU-glucoside fluorescence; actives 0.092% (n = 330,000);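 also: 0% = full enzyme activity and -100% = no enzyme basal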
FEN1 inhibitor: qHTS Assay for the Inhibitors of Human Flap endonuclease 1 (FEN1); P39748; Potency, µM (doses to about 114 µM), for the others: at the top dose activity change, negative = inhibition, actives largely listed as inhibitors; Recombinant FEN1 flap cleavage, fluorescence, 15 min; actives 0.35% (n = 390,000); also: nearly all actives have a fitted effect of over 65% in size
Target sequence (P39748 whole entry, looked up): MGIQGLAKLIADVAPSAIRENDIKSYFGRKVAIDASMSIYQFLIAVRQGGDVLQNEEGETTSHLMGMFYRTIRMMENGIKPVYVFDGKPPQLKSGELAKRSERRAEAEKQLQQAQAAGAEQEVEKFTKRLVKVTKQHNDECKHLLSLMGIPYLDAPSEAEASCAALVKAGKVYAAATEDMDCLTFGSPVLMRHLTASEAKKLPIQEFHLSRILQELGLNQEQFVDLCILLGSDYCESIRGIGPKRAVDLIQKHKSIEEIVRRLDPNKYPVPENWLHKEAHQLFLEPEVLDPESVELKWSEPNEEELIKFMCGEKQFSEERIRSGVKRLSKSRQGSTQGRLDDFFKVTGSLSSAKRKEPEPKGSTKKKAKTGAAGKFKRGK
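Read-out was taken twice, immediately and after 15 min, following addition of 50 nM substrate to 10 nM FEN1 that had sat with test compound for 15 min at room temperature. Curves came from a four-parameter Hill model.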
TDP1 block: qHTS Assay for Inhibitors of Tyrosyl-DNA Phosphodiesterase (TDP1). Tyrosyl-DNA phosphodiesterase 1 (Homo sapiens), Q9NUW8. recombinant TDP1, AlphaScreen DNA substrate cleavage. Potency, µM (top dose mostly 130 µM), for the others: at the highest dose activity change, negative = inhibition, most hits filed as inhibitors. actives 0.28% (n = 350,000). AID 485290, 2010; also: nearly all actives have a fitted effect of over 40% in size
Target sequence (Q9NUW8 whole entry, looked up): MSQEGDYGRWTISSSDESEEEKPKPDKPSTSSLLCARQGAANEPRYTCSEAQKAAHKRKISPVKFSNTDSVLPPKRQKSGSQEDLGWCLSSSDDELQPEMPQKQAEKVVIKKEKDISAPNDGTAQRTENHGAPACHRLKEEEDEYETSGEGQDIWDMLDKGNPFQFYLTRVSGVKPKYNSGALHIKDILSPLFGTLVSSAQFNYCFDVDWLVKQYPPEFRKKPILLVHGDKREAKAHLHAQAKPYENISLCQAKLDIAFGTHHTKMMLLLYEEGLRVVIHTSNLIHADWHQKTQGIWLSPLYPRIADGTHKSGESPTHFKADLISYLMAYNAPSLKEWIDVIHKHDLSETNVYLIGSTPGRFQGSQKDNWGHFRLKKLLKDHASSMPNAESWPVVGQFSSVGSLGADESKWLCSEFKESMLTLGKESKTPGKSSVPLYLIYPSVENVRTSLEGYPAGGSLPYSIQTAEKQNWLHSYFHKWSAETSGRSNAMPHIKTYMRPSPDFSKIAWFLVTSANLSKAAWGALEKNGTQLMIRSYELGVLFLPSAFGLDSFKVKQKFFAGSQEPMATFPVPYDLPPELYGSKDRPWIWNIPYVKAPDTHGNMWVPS
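Recombinant human Tdp1 (E. coli-expressed, 1 nM final) preincubated with compounds 15 min at room temperature, then 5'-biotin/3'-phosphotyrosine-FITC DNA substrate (15 nM final) added for 5 min. AlphaScreen beads (10 ug/ml final) added 10 min; cleavage lowers signal.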
Active calls of the source: *; ? = inconclusive; / = not tested or not shown; & = joins results of further samples; [ ] = another dose, or the depositor's remark. Calls follow the shape of the dose curve; as a rule, active = well fitted curve in the direction sought with a large enough effect; inconclusive = small, poorly fitted or top-dose-only effect, or another doubt; inactive = no such curve, though single readings can be large; an effect the other way counts as inactive or inconclusive. Unless noted, % is scaled to controls: 0 for no effect and ±100 for the full control effect; potency is read from the fitted curve at half-maximal effect.

SMILES	N370S GC mod	FEN1 inhibitor	TDP1 block
Cc1ccc(NC(=O)c2oc3ccc(S(=O)(=O)N4CCCCCC4)cc3c2C)c(C)c1	/	13%	8%
COC(=O)c1ccccc1NC(=O)CN1CCN(Cc2ccccc2)CC1	?	11%	/
COc1ccc(Cl)cc1C(=O)NCCN1CCOCC1	-3%	-3%	/
COc1ccc(-n2c(N)c(C(=O)NCc3ccco3)c3nc4ccccc4nc32)cc1	24%	-16%	5%
COc1ccc(OC)c(NC(=O)c2cc3c(=O)n4cccc(C)c4nc3n2C)c1	/	1%	-1%
Cc1ccc(C(=O)CSc2nc(C)cc(SCc3nnc(-c4ccccc4)o3)n2)cc1	0%	-6%	4%
O=C(NCCCn1ccnc1)C(=O)NCC1OCCCN1S(=O)(=O)c1ccc(Cl)cc1 (stereo not drawn)	-4%	-13%	8%
COc1ccc(Cl)cc1NC(=O)c1noc2c1CCCC2	-7%	-13%	0%
O=C(CCCCCNC(=O)c1ccccc1)N/N=C/c1ccc(O)cc1O	1%	-6%	11%
COc1cccc(OC)c1C(=O)Nc1cccc(C(C)=O)c1	4%	3%	3%
COc1cc(-c2nc3sccn3c2Nc2c(C)cccc2C)ccc1O	/	-13%	7%
NC(=O)c1c(NC(=O)C(=O)N2CCOCC2)sc2c1CCC2	-4%	5%	5%
O=C(c1ccccc1)N(Cc1cccc(Br)c1)C1CCS(=O)(=O)C1 (stereo not drawn)	0%	-6%	3%
COc1ccc(N2CCN(S(=O)(=O)c3cccc4nsnc34)CC2)cc1	11%	7%	8%
C=CCNC(=O)c1onc(CSc2cccc(OC)c2)c1C(=O)NCC=C	-5%	-4%	-4%
N#Cc1c2n(c3c(=O)n(CC(=O)c4ccc(Br)cc4)cnc13)CCCC2	-12%	-2%	6%
O=C(Nc1ccccc1C(=O)NCCc1ccc(O)cc1)c1ccco1	-9%	9%	/
O=C(NCc1cccs1)C(=O)c1cn(CC(=O)N2CCOCC2)c2ccccc12	11%	6%	0%
O=[N+]([O-])c1cc([N+](=O)[O-])c(N2CCCCCC2)cc1NCCO	5%	-12%	6%
CNC(=S)N1N=C(c2ccc(C)cc2)CC1c1cc(OC)ccc1OC (stereo not drawn)	10%	-10%	4%
CCOC(=O)C1CC(=O)c2cc(OC)c(OC)cc2C1 (stereo not drawn)	-1%	-3%	1%
Cc1ccccc1CSc1nn2c(=O)c(C)nnc2s1	3%	-3%	1%
O=C(CCCn1c(=O)oc2ccccc21)Nc1cccnc1	-6%	0%	-1%
COc1ccc(OC)c(Nc2nc(-c3cccs3)cs2)c1	14%	-5%	5%
CCCCCN1C2=NCCN2c2ccccc21	-9%	0%	4%[56.1 µM]
COc1cccc(NC(=O)CSc2nccn2-c2cccc(OC)c2)c1	0%	-7%	5%
COc1cc2c(cc1OC)CN(S(=O)(=O)c1cccc(F)c1)CC2	-8%	0%	/
CCOC(=O)c1c(C)[nH]c(C)c1C(=O)CSc1ncccn1	-2%	-4%	2%
C=CCOc1ccccc1CN1CCCN(C)CC1	-4%	-12%	/
Cc1ccccc1OCC(=O)Nc1ccncc1	-12%	1%	5%
COc1cc(CNCc2ccccn2)ccc1OCc1ccc(Cl)cc1	-17%	4%	3%
COc1ccc(-c2ccc(C(C)=O)cc2)cc1C1C2C=CCC(C)C2C(=O)N1Cc1ccccc1 (stereo not drawn)	1%	-14%	9%
Cc1cc2nc(NC(=O)c3ccc(S(=O)(=O)N4CCOCC4)cc3)sc2cc1C	/	-4%	3%
O=C(NCc1ccc2c(c1)OCO2)C(=O)NC1CCCCC1	0%	0%	-9%
CCc1nnc(NC(=O)c2ccc3c(c2)C(=O)N(C(C)(C)C)C3=O)s1	1%	-5%	2%
CCS(=O)(=O)Nc1ccc(Cc2ccncc2)cc1	13%	6%	-5%
O=S1(=O)NC(c2ccccc2)CC(CC2CCCCC2)O1 (stereo not drawn)	?	-16%	/
CCOc1ccc(CNC(=O)c2ccc3c(c2)nc2n3CCOC2)cc1	/	-5%	0%
COc1cc(OC)c2ccc(=O)oc2c1C(CCN1CCCC1)c1ccc2c(c1)OCO2 (stereo not drawn)	-5%&-22%	10%&-5%	11%
Cc1ccc(OCC(=O)NC2CCCC(C)C2C)c([N+](=O)[O-])n1 (stereo not drawn)	/	0%	1%
Nc1nonc1C(=O)N/N=C/c1cc2c(cc1Br)OCO2	1%	-4%	-2%
CCC(NC(=O)c1cc(COc2ccc(Cl)cc2OC)on1)c1ccncc1 (stereo not drawn)	-5%	0%	4%
Cc1ccc(CN2CCN(Cc3ccc4cc(F)ccc4n3)CC2CCO)o1 (stereo not drawn)	-6%	15%	6%
S=c1[nH]nc(-c2ccc(Br)o2)n1Cc1ccccc1	9%	-1%	5%
COc1cc(NC(=O)c2cccc3c2C(=O)N(C2CCCCC2)C3)cc(OC)c1OC	-4%	?	2%&0%
Cc1cc(F)ccc1S(=O)(=O)Nc1ccccc1C(=O)N1CCCC1	/	-4%	3%
CCOC(=O)CSC1=N/C(=C\c2cccnc2)C(=O)N1c1ccc(OC)cc1	4%	0%	1%
O=C1CC(N2CCC(c3nc4ccccc4[nH]3)CC2)C(=O)N1Cc1ccccc1 (stereo not drawn)	-2%	7%	3%
CCOc1ccc(CNC(=O)c2ccc3c(c2)nnn3C2CCCC2)cc1	/	-12%	8%
COc1ccc(S(=O)(=O)N(C)C(C)CCc2ccco2)cc1 (stereo not drawn)	-7%	12%	/
CCOC(=O)CSc1nc2c([nH]c3ccccc32)c(=O)n1-c1ccc(OCC)cc1	/	6%	1%
O=C(O)CSc1nc2ccccc2[nH]1	1%	8%	5%
O=C1OC(c2ccc(O)cc2)(c2ccc(O)cc2)c2ccccc21	-14%&-18%&-16%	-4%	1%
O=C(Cn1c(=O)c2cccn2c2ccccc21)NCCCN1CCCCC1	2%	-4%	4%
CC(C)N1CC(O)=C(c2ccccc2)C1=N	2%[2.35 µM]	-2%	-1%
Cc1cc(NC(=O)COC(=O)[C@@H](NS(=O)(=O)c2ccccc2)C(C)C)no1	-18%	-6%	-1%
CCNC(=O)NC(=O)C(C)OC(=O)C1CCN(S(=O)(=O)c2ccccc2F)CC1 (stereo not drawn)	-5%	0%	1%
O=C(c1ccc(Oc2ccc([N+](=O)[O-])cc2)cc1)N1CCCCCC1	0%	-26%	7%
CCCCNC(=O)c1ccc(CNS(=O)(=O)c2ccc(Br)cc2)cc1	-3%	19%	-6%
CCn1cc(C(=O)NC2CC3CCC2C3)c(=O)c2ccc(C)nc21 (stereo not drawn)	10%	/	1%

Next results follow.
SMILES	N370S GC mod	FEN1 inhibitor	TDP1 block
CC(=O)Nc1ccc(NC(=O)C(Sc2ccccc2)c2ccccc2)cc1 (stereo not drawn)	-18%	-4%	-1%
Cc1ccc(Cn2nnc3c(=O)[nH]c(C4CCCN(S(=O)(=O)c5ccc(F)cc5)C4)nc32)cc1 (stereo not drawn)	2%	9%	5%
O=C(COC(=O)C1(c2ccc(F)cc2)CCCC1)N1CCN(C(=O)c2ccco2)CC1	7%	0%	4%
Cc1ccc(Cn2nnc3c(=O)n(Cc4cccc(C)c4)cnc32)cc1	4%	-21%	1%
O=C(Nc1ccc(-n2cccn2)cc1)C1CCN(Cc2ccsc2)CC1	2%	8%	-7%
COc1ccc(Br)c(C(=O)Nc2ccc(F)cc2)c1	7%	-17%	8%
COc1ccccc1CNC(=O)C1(c2ccc(Cl)cc2)CC1	-6%	1%	5%
Cc1cccc(C)c1NC(=O)C1(N(Cc2ccco2)C(=O)CC2NC(=O)NC2=O)CCCCC1 (stereo not drawn)	-1%	-1%	5%
CC(C)CCNC(=O)CSc1nc2ccsc2c(=O)n1Cc1ccccc1Cl	/	-11%	2%
COc1ccc(OC)c(NC(=O)NCCN2CCN(c3ccccc3)CC2)c1	-3%	13%	/
O=C(CSc1ccccc1C(=O)O)c1ccccc1	2%	20%	3%
Cc1ccc(S(=O)(=O)N2CCC(C(=O)N[C@@H](C)C(=O)NCc3ccccc3)CC2)cc1	9%	-3%	4%
Cc1ccc(C(=O)N2c3ccccc3NC(=O)C2C)cc1 (stereo not drawn)	-4%	15%	-2%
CCCCN(C)C(=O)c1cn(CC)c2ccc(S(=O)(=O)N(C)C)cc2c1=O	6%	-4%	1%
O=C(CCc1ccccc1)Nc1ccc2ccccc2n1	5%	-6%	-5%
O=C(CC1OC(=O)c2ccccc21)Nc1cc(S(=O)(=O)N2CCOCC2)ccc1OCC(F)(F)F (stereo not drawn)	-23%	-3%	/
O=C(COC(=O)C1CCN(c2ccc(C(F)(F)F)cn2)CC1)NCc1ccccc1	/	-23%	-4%
CC1(C)Cc2ccccc2C(N/N=C/c2ccc(Cl)cc2)=N1	-5%	-11%	5%
Cc1ccc(NC(=S)N2CCCCCC2)cc1	15%	8%	6%
CSc1ncc(C(=O)NCc2cccc(F)c2)c(-c2ccccc2)n1	/	-15%	-1%

Full records as entered above. Order of values: N370S GC mod	FEN1 inhibitor	TDP1 block
Listed for CC(C)CCNC(=O)CSc1nc2ccsc2c(=O)n1Cc1ccccc1Cl : /	-11%	2%
Listed for CC1(C)Cc2ccccc2C(N/N=C/c2ccc(Cl)cc2)=N1 : -5%	-11%	5%
Listed for O=C(CCc1ccccc1)Nc1ccc2ccccc2n1 : 5%	-6%	-5%
Listed for Cc1ccc(S(=O)(=O)N2CCC(C(=O)N[C@@H](C)C(=O)NCc3ccccc3)CC2)cc1 : 9%	-3%	4%

Back to the main list, repeating the 5 entries before the break.
SMILES	N370S GC mod	FEN1 inhibitor	TDP1 block
O=C(CC1OC(=O)c2ccccc21)Nc1cc(S(=O)(=O)N2CCOCC2)ccc1OCC(F)(F)F (stereo not drawn)	-23%	-3%	/
O=C(COC(=O)C1CCN(c2ccc(C(F)(F)F)cn2)CC1)NCc1ccccc1	/	-23%	-4%
CC1(C)Cc2ccccc2C(N/N=C/c2ccc(Cl)cc2)=N1	-5%	-11%	5%
Cc1ccc(NC(=S)N2CCCCCC2)cc1	15%	8%	6%
CSc1ncc(C(=O)NCc2cccc(F)c2)c(-c2ccccc2)n1	/	-15%	-1%
Cc1cc(OC(=O)c2ccc(S(=O)(=O)N3CCCC3)cc2)c([N+](=O)[O-])c(=O)[nH]1	4%	19%	-6%
NC(=O)c1cc(S(=O)(=O)Nc2cccc(F)c2)co1	4%	-4%	2%
C=CCc1cccc2cc(C(=O)OCC(=O)c3ccccc3)c(=O)oc12	10%	6%	1%
CSCCC(NC(=O)c1cccc(C)c1)C(=O)OCN1C(=O)c2ccccc2C1=O (stereo not drawn)	-3%	11%	-8%[0.505 µM]
N#CCCN(C(=O)COC(=O)c1n[nH]c2ccccc12)c1ccccc1	/	-5%	-2%
CC(=O)Nc1ccc(N(C(=O)CNC(=O)c2cccs2)C(C(=O)NC(C)(C)C)c2ccccc2)cc1 (stereo not drawn)	-2%	-2%	0%
Cn1nc(C(F)(F)F)c2cc(NC(=O)OCc3ccc(C(C)(C)C)cc3)sc21	10%	-12%	0%
CCOC(=O)N1CCN(C(=O)/C(=C/c2cccs2)NC(=O)c2cccs2)CC1	4%	0%	-3%
CCCCOC(=O)CSc1nnc(N)s1	-14%	-12%	0%
CCCC(C(=O)NC1CCCC1)N(C(=O)c1snc(C(N)=O)c1N)c1ccc(F)cc1 (stereo not drawn)	?	2%	-2%
O=C(OCC(=O)N1CCc2ccccc2C1)c1ccc(N2CCOCC2)c([N+](=O)[O-])c1	-5%	-6%	8%
O=C(NC1CCCN(c2ccc(C(F)(F)F)cn2)C1)c1cc(Cl)ccc1F (stereo not drawn)	2%	9%	1%
C=CCOc1c(Br)cc(CNc2ccc(NC(=O)C(C)C)c(OC)c2)cc1OCC	9%	-23%	0%
CCOC(=O)c1c(NC(=O)CCS(=O)(=O)c2ccccc2)sc2c1CCN(C)C2	-2%	-17%	3%
CN(C)c1nc(-c2cccs2)cc(C(F)(F)F)c1C#N	14%	2%	/
O=c1c(Oc2ccccc2Br)c(C(F)(F)F)oc2c(CN3CCCC3)c(O)ccc12	-9%	4%	-1%
COc1ccccc1NS(=O)(=O)c1ccc(NC(=O)CCNC(=O)c2ccco2)cc1	-3%	-1%	4%
COc1ccc(CNC(=O)c2cc(-c3ccc(C)c(C)c3)n[nH]2)cc1	/	1%	0%
COc1cc(C(=O)NC(=S)N2CCN(C)CC2)cc(OC)c1OC	/	0%	0%
Clc1ccc2nc(-c3ccc(N4CCOCC4)cc3)c(Nc3ccccc3)n2c1	/	-8%	-3%
COc1cc(/C=C2\NC(=S)NC2=O)ccc1OCc1cccc(C(=O)O)c1	-19%	-26%	/
c1ccc2c(COn3nnc4ccccc43)cccc2c1	8%	-2%	-8%
